HTR5A ag: HTR5A agonists in luminescence cell assay, primary screen, counter-screen for OPRM1-OPRD1 heterodimer agonist project, full-deck HTS; AID 504692, 2011; activation, % at 9.3 µM; cell-based; 340,000 compounds, 0.61% hits; in the data active = activation mostly above about 9.5%, no sharp cut-off; inactive = mostly below about 7.6%;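 also: 0% = cells with vehicle only and 100% = reference agonist; strong numbers were not always called active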
Mot1-301 SUMO: yeast Mot1-301 growth rescue at high temperature, primary screen, SUMOylation pathway inhibitor project, S. cerevisiae, ATP luminescence, 38.5C; AID 2716, 2010; growth rescue, % at 18.8 µM; S. cerevisiae Mot1-301 growth rescue; percent above DMSO median, 100 means doubled; 320,000 compounds, 1% hits;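 active = every valid replicate shows activation above 250% relative to neutral control wells; inactive = the rest, any valid replicate at or below 250%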;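 also: OY570 slx delta 5 strain wells were the positive control but not used for scaling; some compounds called inactive have numbers as strong as hits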
E coli growth: E. coli V3065 growth inhibition, primary screen, counter-screen for AddAB inhibitor project, absorbance, OD600; 18 h; AID 449728, 2010; inhibition, % at 11.9 µM; 330,000 compounds, 0.27% hits;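 active = inhibition above the campaign's mean inhibition across all tested compounds plus 3 SD, cut at about 9.9% in these data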;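 also: uninfected addAB+ strain grown without phage in ampicillin broth; 0% = DMSO wells and 100% = ciprofloxacin 0.95 µg/ml wells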
PKA-R2B activ: activators of PKA-R2B holoenzyme, primary screen, biochemical, fluorescence polarization, Cy5-IP20, human; PKA-R2B holoenzyme dissociation; R2B truncated from residue 108, S112A mutant; 0% DMSO only, 100% 113 µM cGMP; 340,000 compounds, 0.079% hits; activation, % at 11.4 µM; cAMP-dependent protein kinase catalytic subunit beta (Homo sapiens) + cAMP-dependent …;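 active = activation above a cutoff set at the mean over all compounds plus 3 SD, cut at about 18% in these data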;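 also: higher means more holoenzyme dissociation and a rise in polarization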
Target sequence (P31323 whole entry, looked up, other chains not shown, the tested form may be a part): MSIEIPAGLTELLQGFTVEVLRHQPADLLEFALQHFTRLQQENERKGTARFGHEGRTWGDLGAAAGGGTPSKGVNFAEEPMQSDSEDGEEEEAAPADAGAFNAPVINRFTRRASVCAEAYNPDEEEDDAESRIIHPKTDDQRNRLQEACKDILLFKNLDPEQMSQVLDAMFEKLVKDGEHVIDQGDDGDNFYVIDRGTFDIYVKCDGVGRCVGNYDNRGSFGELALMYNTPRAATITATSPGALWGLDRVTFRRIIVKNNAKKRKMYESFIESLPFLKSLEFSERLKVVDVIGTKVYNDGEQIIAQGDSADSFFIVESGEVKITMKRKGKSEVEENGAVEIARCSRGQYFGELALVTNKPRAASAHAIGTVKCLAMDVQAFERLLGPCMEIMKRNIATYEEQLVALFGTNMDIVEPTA
PKA-R1A act: activators of PKA-R1A holoenzyme, primary screen, biochemical, fluorescence polarization, Cy5-IP20, bovine R1A, mouse PKAc. cAMP-dependent protein kinase type I-alpha regulatory subunit (Bos taurus) + …. activation, % at 11.4 µM. PKA-R1A dissociation; scaled: DMSO 0%, 113 µM cGMP 100%. 340,000 compounds, 0.083% hits. AID 504707, 2011;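 active = percent activation above the mean of all tested compounds plus 3 SD, cut at about 19% in these data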;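 also: higher means more PKAc released from R1A so a rise in polarization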
HTR5A inv ag: HTR5A inverse agonists in luminescence cell assay, primary screen, counter-screen for OPRM1-OPRD1 heterodimer inverse agonist project, full-deck HTS; HTR5A cell line, inverse agonism; inhibition, % at 9.3 µM; 5-hydroxytryptamine receptor 5A (Homo sapiens), P47898; 340,000 compounds, 0.083% hits; in the data active = inhibition mostly above about 23%, no sharp cut-off; inactive = mostly below about 18%;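 also: 0% = cells with DMSO and 100% = no-cell wells with DMSO; some compounds called inactive have numbers as strong as hits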
phage Ecoli inh: growth loss of phage-infected E. coli, primary screen, RecBCD inhibitor project, absorbance, with phage, HTS; 360,000 compounds, 0.26% hits; inhibition, % at 11.9 µM; in the data active = inhibition above about 11%
DAGLB inhibitor: DAGLB lipase inhibitors, primary screen, biochemical, fluorescence, HTS; Diacylglycerol lipase-beta (Homo sapiens), Q8NCG7; HEK293T DAGLB membrane lysate, EnzChek fluorogenic substrate; inhibition, % at 5.17 µM; 340,000 compounds, 0.059% hits; in the data active = inhibition above about 34%;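 also: 0% = enzyme with vehicle and 100% = wells lacking enzyme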
Target sequence (Q8NCG7 whole entry, looked up): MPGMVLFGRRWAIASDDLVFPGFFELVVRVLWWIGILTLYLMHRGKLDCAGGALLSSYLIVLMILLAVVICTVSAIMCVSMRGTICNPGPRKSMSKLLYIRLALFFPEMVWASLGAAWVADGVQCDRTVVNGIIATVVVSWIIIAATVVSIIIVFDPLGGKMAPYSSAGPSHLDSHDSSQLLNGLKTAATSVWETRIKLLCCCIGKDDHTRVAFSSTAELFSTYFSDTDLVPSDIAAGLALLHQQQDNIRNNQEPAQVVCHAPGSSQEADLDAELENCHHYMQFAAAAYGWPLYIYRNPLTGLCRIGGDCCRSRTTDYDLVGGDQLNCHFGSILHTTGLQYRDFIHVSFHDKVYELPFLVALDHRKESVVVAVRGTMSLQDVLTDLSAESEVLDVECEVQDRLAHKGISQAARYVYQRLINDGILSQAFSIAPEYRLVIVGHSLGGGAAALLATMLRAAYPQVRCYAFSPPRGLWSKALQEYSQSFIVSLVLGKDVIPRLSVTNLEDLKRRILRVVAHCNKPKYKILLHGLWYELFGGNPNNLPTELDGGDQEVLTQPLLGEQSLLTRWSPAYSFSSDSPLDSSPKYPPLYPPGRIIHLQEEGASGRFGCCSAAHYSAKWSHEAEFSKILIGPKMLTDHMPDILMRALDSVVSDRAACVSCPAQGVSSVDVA
AddAB inh: growth inhibition of E. coli expressing H. pylori AddAB, primary screen, AddAB inhibitor project, absorbance | AID 435030, 2010 | inhibition, % at 11.9 µM | 330,000 compounds, 0.29% hits; in the data active = inhibition above about 12%;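 also: 0% = vehicle wells of infected cells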
Tat transport: E. coli Tat export inhibitors, primary screen, MC4100, TorA-mCherry reporter, fluorescence, single point. inhibition, % at 10 µM. 340,000 compounds, 0.036% hits. AID 488895, 2010;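 active = mean replicate inhibition at least 50% and at least half of replicates individually reaching 50%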;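 also: exported cargo escapes ClpAP degradation while cytoplasmic cargo is degraded and loses fluorescence; 0% = median of neutral control wells and 100% = median of NaSCN control wells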
CDK5 inh: inhibitors of human CDK5/p35 kinase, primary screen, biochemical, single concentration | AID 488839, 2010 | Recombinant CDK5/p35, ADP-Glo luminescence, 60 min | inhibition, % at 10 µM | Cyclin-dependent kinase 5 (Homo sapiens) + Cyclin-dependent kinase 5 activator 1 (Homo … | 330,000 compounds, 0.01% hits;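 active = highest replicate inhibition of at least 50% and at least 75% of replicates reaching 50%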;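 also: plate controls were DMSO neutral control for no effect and GW8510 at 10 µM for full effect; many of its hits are not listed in these tables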
The depositor's hits bear a star; x = not tested or not shown.

SMILES	HTR5A ag	Mot1-301 SUMO	E coli growth	PKA-R2B activ	PKA-R1A act	HTR5A inv ag	phage Ecoli inh	DAGLB inhibitor	AddAB inh	Tat transport	CDK5 inh
Cc1ccc2c(C)c(C(=O)N(C)CCC3CCCCO3)oc2c1C (stereo not drawn)	5	-15	0.5	7	-6	-19	0.4	-5	-0.4	14	-3.1
Cc1ccc(Nc2nc(-c3ccc(C)cc3)c(CC(=O)O)s2)cc1	11	-4	0.3	-3	-12	-32	2.2	-3	-2.6	-2	0.3
O=C(NNc1ccc([N+](=O)[O-])cc1[N+](=O)[O-])C1C2CCCCC21 (stereo not drawn)	-6	-12	-1.5	2	3	29	2.5	-1	1.4	-2	0.2
CCOc1ccc(C(C)NC(=O)C2CCC2)cc1 (stereo not drawn)	-1	10	2.0	3	-15	2	1.2	-1	3.2	-5	0.0
O=C(Nc1cccc(S(=O)(=O)N2CCCCC2)c1)c1ccc2ncsc2c1	10	-5	0.4	4	13	2	4.3	2	-0.3	6	0.0
CC(=O)/C=C/c1ccccc1Oc1c(F)c(F)nc(F)c1F	-1	15	1.7	-14	0	4	1.5	-1	0.8	0	-0.8
COc1ccccc1-c1nnc2n1N=C(c1ccc(OC(F)F)c(OCC3CC3)c1)CS2	12	-3	-3.2	-1	-2	-34	2.7	-2	3.6	-5	-0.2
CC(C)=CCC[C@](C)(O[C@@H]1O[C@H](CO[C@@H]2O[C@H](CO)[C@@H](O)[C@H](O)[C@H]2O)[C@@H](O)[C@H](O)[C@H]1O)C1CC[C@]2(C)C1C(=O)CC1[C@@]3(C)CC[C@H](O[C@H]4O[C@@H](CO)[C@H](O)[C@@H](O)[C@@H]4O)C(C)(C)C3CC[C@]12C (stereo partly drawn)	4	-5	-1.7	-1	2	-12	3.7	1	3.2	-4	0.4
CCOC(=O)C1CCCN(c2ncnc3c2oc2ccccc23)C1 (stereo not drawn)	5	71	1.7	-9	0	-14	1.3	-6	2.2	-1	-3.5
Cc1ccc(CSc2nc3nc(C)cc(C)n3n2)cc1	-4	-8	-1.9	0	-8	16	-0.6	-6	1.0	-4	-2.3
CC1CCN(C(=O)Cn2c(=O)n(CCc3ccccc3)c(=O)c3ccccc32)CC1	-3	14	1.1	9	2	2	x	-4	3.2	6	0.6
c1nc(N2CCCCCC2)c2[nH]cnc2n1	4	-1	-0.1	-4	-4	-11	1.6	4	1.2	-4	3.9
COC(=O)c1nnn(CC(=O)Nc2cc(Cl)ccc2C)c1C(=O)OC	-5	-16	0.2	-7	-1	12	0.8	1	1.7	-1	-0.4
Cn1cc(CNC(=O)c2ccc3nc(Cc4ccccc4F)oc3c2)cn1	4	-7	0.4	-9	-15	17	-0.2	1	-1.8	2	-1.1
CC(c1ccccc1)N1CCn2c(nc3cc(NS(C)(=O)=O)ccc32)C1 (stereo not drawn)	x	1	-0.1	4	2	x	1.4	1	1.3	-1	-0.4
COc1ccc(/C=C2\CCC/C(=C\c3ccc(OC)c(OC)c3OC)C2=O)c(OC)c1OC	0	x	x	-3	6	-1	-1.8	-5	x	4	-0.1
COc1ccccc1CNS(=O)(=O)c1ccc(NC(C)=O)cc1	0	-5	-1.4	3	10	-17	3.2	1	1.0	-7	-1.0
COc1ccc(N2CCN(C(=O)c3cccc(Cn4cc(Cl)cn4)c3)CC2)cc1	-3	6	3.4	-7	0	11	-0.5	1	0.8	4	-0.5
Cc1cc(C)c(S(=O)(=O)N2CCN(C)CC2)c(C)c1	1	-5	-1.2	2	7	20	1.6	1	0.6	-8	-1.3
Cc1ccc(C)c(OCc2cc(C(=O)N3CCN(c4ccccc4C)CC3C)no2)c1 (stereo not drawn)	-1	-17	3.1	6	-1	-17	2.6	-16	0.1	8	-1.0

Three compounds already listed, arranged by the number in phage Ecoli inh, rising:
| SMILES | phage Ecoli inh |
| --- | --- |
| COc1ccc(N2CCN(C(=O)c3cccc(Cn4cc(Cl)cn4)c3)CC2)cc1 | -0.5 |
| Cc1ccc(C)c(OCc2cc(C(=O)N3CCN(c4ccccc4C)CC3C)no2)c1 (stereo not drawn) | 2.6 |
| COc1ccccc1CNS(=O)(=O)c1ccc(NC(C)=O)cc1 | 3.2 |

(next part)
SMILES	HTR5A ag	Mot1-301 SUMO	E coli growth	PKA-R2B activ	PKA-R1A act	HTR5A inv ag	phage Ecoli inh	DAGLB inhibitor	AddAB inh	Tat transport	CDK5 inh
C(=N\Nc1nc(N2CCCC2)nc(N2CCCC2)n1)/c1cccnc1	4	2	0.5	-2	-2	-1	4.3	1	1.2	10	-0.2
CCCCOCCCNC(=O)c1c(-c2ccccc2)noc1C	10	x	-1.6	4	2	-26	2.4	0	0.3	-7	-0.3
CN(C)CCCn1c2c(c(SCC(=O)Nc3cccc4ccccc34)nc1=O)CCC2	0	-5	-1.2	-13	0	0	1.2	0	0.2	0	-2.3
O=C(c1ccco1)N1CCN(S(=O)(=O)c2ccc3c(c2)CCN3C(=O)C2CCC2)CC1	-2	-6	5.1	0	-3	-28	0.3	1	4.1	12	-0.1
CCc1ccccc1NC(=O)CN(C)C(=O)Cn1cnc2ccc(Cl)cc2c1=O	2	-2	0.3	-2	-4	-5	0.8	-2	0.1	-4	-0.5
Cc1ccc(S(=O)(=O)N(C)CC(=O)N(CC(C)C)C2CCS(=O)(=O)C2)cc1 (stereo not drawn)	-1	7	2.1	5	1	3	1.6	1	-0.7	2	1.7
CC(C)(C)n1nc2c(c1NC(=O)c1ccc(C(F)(F)F)cc1)CS(=O)(=O)C2	1	1	-1.9	3	1	-5	-1.5	2	-0.2	-4	0.0
CCC(=O)Nc1ccc(C(=O)OCc2ccccc2Cl)cc1	2	-7	-1.6	-5	-10	-14	2.7	-6	-1.1	3	-0.5
CCc1cc(C(=O)OC)c(NC(=O)CSc2nccn2C)s1	2	-1	2.9	-14	1	3	2.7	1	2.1	10	0.1
CC1CCCN(C(=O)COC(=O)COc2ccc(C#N)cc2)C1 (stereo not drawn)	4	9	1.4	-2	-5	-11	1.7	-2	-0.7	2	-1.2
CCOC(=O)c1cnc2c(ccc3ccccc32)c1NCCO	3	-6	-2.4	5	3	16	1.4	-2	0.8	-7	1.2
CN(CC(=O)Nc1ccc(Cl)cc1)CC(=O)Nc1cccc(Br)c1	4	-4	-1.1	-2	-5	-6	-0.1	-3	3.6	-5	-3.4
Cc1ccc(Nc2nc(-c3sc(NC(=O)c4ccccc4)nc3C)cs2)cc1	1	-21	2.4	-13	-5	0	-0.3	4	0.6	-5	-0.1
CC(=O)Nc1ccc(S(=O)(=O)N/N=C/c2cccnc2)cc1	0	1	2.5	3	-3	0	-0.7	0	3.7	-2	2.5
C/C(=C\C(=O)c1ccc(F)cc1)NCc1ccc2c(c1)OCO2	1	5	-0.4	-6	-12	-23	0.6	-3	0.4	1	0.6
COc1ccc(C(=O)Oc2cc(N)n(S(=O)(=O)c3ccc(C)cc3)n2)cc1	-8	6	-0.1	0	-1	20	0.3	-3	1.6	0	0.1
COc1ccccc1-c1nnc(SCC(=O)NC2CCS(=O)(=O)C2)n1CCc1ccccc1 (stereo not drawn)	1	6	-3.7	5	-1	-4	1.8	0	0.4	-3	0.7
CCn1nnnc1NCc1ccc(N2CCCC2)cc1	-10	-2	-1.4	5	1	21	-0.1	4	2.9	1	3.7
COc1cccc(NC(=S)NNC(=O)Cn2nc(C(F)F)cc2C(F)F)c1	0	44	-1.4	-10	12	12	4.4	1	1.6	-9	1.0
C=CCc1cccc(Cl)c1OCCON1C(=O)CCC1=O	-2	14	1.1	-4	-12	-10	3.1	-3	1.0	-1	-1.5
Cc1cc(NCCN2CCOCC2)n2ncc(-c3ccccc3)c2n1	-3	-8	0.0	9	-2	3	0.9	-2	1.4	7	0.2
CC(C)c1ccccc1N=C1SCCCN1C(=O)c1cccc(N2C(=O)CCC2=O)c1	-9	-10	3.2	-11	-4	5	-0.7	0	2.6	-5	1.4
Cc1ccnc(NC(=O)Cc2ccc(-c3ccccc3)cc2)c1	1	2	0.8	-5	-2	-4	1.6	-2	-3.3	5	0.1
Cc1cc(C)n(CC(O)Cn2c3ccc(Br)cc3c3cc(Br)ccc32)c(=O)n1 (stereo not drawn)	10	10	-2.7	-13	-11	-13	0.8	3	1.3	8	-1.4
O=C(c1ccc(Cl)c(Cl)c1)c1cc(-c2ccccn2)c(N2CCOCC2)s1	4	-1	-1.6	-10	-9	6	1.6	-3	-0.7	17	1.5
O=C(O)c1ccc(Cl)c(S(=O)(=O)NCc2cccnc2)c1	-3	-4	0.6	10	-3	9	-0.4	0	0.7	-9	-0.2
CC(C)(C)C1=C[C@@H](CO)C[C@@H](CO)C1	2	0	0.1	-10	-10	8	1.4	0	2.1	0	-1.2
O=C(CC1C(=O)CCCC1=O)c1ccccc1	5	-11	-0.3	1	-13	-14	4.6	-2	1.5	-6	-1.2
CCOC(=O)c1ccccc1NC(=O)CCNC(=O)Cn1cnc2ccccc2c1=O	1	-6	-7.2	-2	13	-2	1.6	-1	-3.1	-12	-1.6
O=C(CS(=O)Cc1ccccc1Cl)Nc1ccccc1Cl (stereo not drawn)	-4	156	-3.5	-8	2	12	1.9	-1	2.6	0	1.2
O=C(Nc1cc([N+](=O)[O-])ccc1O)NC1CCS(=O)(=O)C1 (stereo not drawn)	-5	-4	-1.1	-1	-8	16	1.9	1	-1.1	-11	0.4
CCC(C)NC(=O)C(Sc1ccccc1)c1ccccc1 (stereo not drawn)	4	62	0.7	-4	-1	-12	2.6	0	2.7	4	-1.5
O=C1CSC(c2ccc(Cl)cc2Cl)N1c1ccccn1 (stereo not drawn)	-1	-24	-0.9	-1	-13	-16	2.5	-2	-0.1	-8	-0.2
O=C(CN1CCN(c2ccc([N+](=O)[O-])cc2Cl)CC1)N1CCOCC1	x	5	-0.7	x	x	x	0.8	x	2.1	-3	2.6
COc1ccc(/C=N/NC(=O)c2ccncc2)cc1CN1CCOCC1	3	-22	2.4	-6	-2	14	0.2	-3	0.7	4	-0.8
COC(=O)[C@@H](Cc1c[nH]c2ccccc12)NC(=O)c1ccc2c(c1)OCO2	-1	-14	1.7	-5	4	3	-0.1	0	2.1	3	-0.3
Cc1cccc(NC(=O)CN2C(=S)NC(C)(C)CC2C)c1 (stereo not drawn)	1	16	-0.4	-2	-4	-14	1.9	-2	1.5	-3	-0.1
CN1CCN(c2nc3c(c(=O)n(C)c(=O)n3C)n2Cc2cccc3ccccc23)CC1	-2	18	0.8	14	-2	8	2.9	0	-1.0	-3	2.0
CN(CC(=O)Nc1ccc(Cl)c(S(=O)(=O)N2CCOCC2)c1)C(=O)c1cccs1	2	-1	-1.4	12	-9	12	3.1	-1	2.5	-3	-0.1

From PubChem
